Cav3 T inh: human Cav3.2 channel inhibition, primary screen; O95180; Cav3.2-expressing cells, Fluo-4 calcium fluorescence FDSS; active compounds read low; B-score at 10 µM; hit rate 4% among 100,000;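 active = single-dose well whose peak fluorescence ratio is a statistical outlier from its plate by either plate-standardised score or position-corrected B-score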
Active calls of the source: *. Only part of the results is shown; the hit share may differ from the screen's.

How did CCC1Oc2ccccc2N(CC(=O)Nc2ccc3c(c2)OCCO3)C1=O (stereo unspecified) do in these assays?
Cav3 T inh: -1.8

How did CCOc1ccc(-n2c(SCC(N)=O)nc3c([nH]c4ccccc43)c2=O)cc1 do in these assays?
Cav3 T inh: -1.6

What do the screens show for `COC(=O)C1=C(C(=O)OC)[C@@H]2N(C)c3ccccc3[C@@]23C[C@@H](C(=O)OC)N=C3N1`?
Cav3 T inh: 0.68

How did CCN(Cc1cc2cccc(C)c2[nH]c1=O)C(=O)c1ccccc1OC do in these assays?
Cav3 T inh: 0.67

Results for Cc1ccc2sc(NC(=O)CSc3nc(C)cc(C)c3C#N)nc2c1 ?
Cav3 T inh: -0.053

Results for COC(=O)c1sccc1NC(=O)C12CC3CC(CC(C3)C1)C2 ?
Cav3 T inh: 0.28

How did O=C(Nc1cccc(NC(=O)c2cccs2)c1)c1ccco1 do in these assays?
Cav3 T inh: 0.0055

Results for O=c1cc(N2CCN(Cc3ccccc3)CC2)[nH]c(=O)n1-c1cccc(C(F)(F)F)c1 ?
Cav3 T inh: 0.58

How did CCn1c(SCC(=O)Nc2ccc(NC(=O)c3ccco3)c(OC)c2)nc2ccccc2c1=O do in these assays?
Cav3 T inh: 0.42

Results for COc1cc(/C=N/NC(=O)C(=O)N2CCCC2)ccc1O ?
Cav3 T inh: 0.98

Results for CCOC(=O)C1Nc2c(F)cc(C)cc2C2C=CCC12 (stereo unspecified) ?
Cav3 T inh: 1.2

How did COc1cc(C2CC(=O)NC(SCC(=O)Nc3ccccc3C)=C2C#N)ccc1O (stereo unspecified) do in these assays?
Cav3 T inh: 0.34

Reprinted from the part before: 2 compounds, then new ones.
Results for CCOC(=O)C1Nc2c(F)cc(C)cc2C2C=CCC12 (stereo unspecified) ?
Cav3 T inh: 1.2

How did COc1cc(C2CC(=O)NC(SCC(=O)Nc3ccccc3C)=C2C#N)ccc1O (stereo unspecified) do in these assays?
Cav3 T inh: 0.34

What do the screens show for `FC(F)(F)c1cc(-c2ccco2)nc(NCc2ccccc2)n1`?
Cav3 T inh: -0.57

How did Cc1ccc(C2=Nc3ccccc3N=C(c3ccco3)C2)c(O)c1 do in these assays?
Cav3 T inh: -0.34

How did CN1C(=O)SC(Nc2ccccc2)C1=O (stereo unspecified) do in these assays?
Cav3 T inh: 0.37

What do the screens show for `COCCCN1C(=O)C(O)=C(C(C)=O)C1c1cccc(F)c1` (stereo unspecified)?
Cav3 T inh: -0.59

How did COc1ccc(NC(=O)N(C2CCCCC2)C2CCN(C(C)C)CC2)c(OC)c1 do in these assays?
Cav3 T inh: -0.019

How did CCOC(=O)c1cc2occc2n1CC(=O)Nc1ccc(OC)cc1OC do in these assays?
Cav3 T inh: -2.3

What do the screens show for `CN(C)c1ccc(C2C3=C(CCCC3=O)OC3=C2C(=O)CCC3)cc1`?
Cav3 T inh: 0.39

How did CCOC(=O)CSc1nnc(-c2ccco2)n1C do in these assays?
Cav3 T inh: -0.078

How did O=C(O)C1CC=CCC1C(=O)NCCc1ccccc1 (stereo unspecified) do in these assays?
Cav3 T inh: 1.5

What do the screens show for `Cc1cccc(C(=O)NCCN2CCCC2)c1`?
Cav3 T inh: 0.0082

Results for CCOC(=O)CCNC(=O)Nc1ccc2nc(C)n(Cc3ccccc3Cl)c(=O)c2c1 ?
Cav3 T inh: -2.3

How did O=C(COc1ccc2c(c1)C(=O)CC1(CCCCC1)O2)NCc1ccccc1 do in these assays?
Cav3 T inh: -0.092

Results for Cn1ncc(Cl)c1C(=O)N1CCc2ccccc21 ?
Cav3 T inh: 0.45

What do the screens show for `Nc1ccc(-n2ccnc2)cc1`?
Cav3 T inh: 1.3

Results for O=C(c1ccco1)N1CCN(C2CC(=O)N(c3ccc4c(c3)OCO4)C2=O)CC1 (stereo unspecified) ?
Cav3 T inh: 0.73

What do the screens show for `NC(=O)NC(=O)Nc1ccccc1Cl`?
Cav3 T inh: -0.026

How did CC1(C)CC(=O)C(C#N)=C(NCCCO)C1 do in these assays?
Cav3 T inh: 0.78

How did O=C(c1ccccc1F)N1CCN(Cc2ccccc2F)CC1 do in these assays?
Cav3 T inh: 0.61

Results for Cc1cc(C)cc(N2Cc3ccccc3C2)c1 ?
Cav3 T inh: 0.058

How did Cc1ccc(SC[C@H](c2ccccc2)N2CCN(CC(C)C)CCC2=O)cc1 do in these assays?
Cav3 T inh: -0.8

How did C=CCn1c(SCC(=O)NCc2ccc3c(c2)OCO3)nc2scc(-c3ccccc3)c2c1=O do in these assays?
Cav3 T inh: -2.3

Results for O=C(CN1C(=O)c2cccc3cccc1c23)Nc1ccc(S(=O)(=O)N2CCOCC2)cc1 ?
Cav3 T inh: -2

Results for N#Cc1nc(-c2cccs2)oc1NCC1CCCO1 (stereo unspecified) ?
Cav3 T inh: 0.14

Results for S=C(NCc1ccco1)Nc1ccc(Cl)c(Cl)c1 ?
Cav3 T inh: -3.3

What do the screens show for `Cc1ccc(S(=O)(=O)N2CCC(C(=O)NCCc3ccccc3)CC2)cc1`?
Cav3 T inh: 0.51

How did CCCC(=O)Nc1ccc(NC(=O)c2ccccc2Cl)nc1 do in these assays?
Cav3 T inh: 0.13

How did O=C(CCCCO)CCCCCCCC[C@H]1N[C@H](CO)[C@H](O)[C@@H]1O[C@@H]1O[C@H](CO)[C@@H](O)[C@H](O)[C@H]1O do in these assays?
Cav3 T inh: 0.31

Results for COc1ccc(C2/C(=C(\O)c3ccc4c(c3)OCCO4)C(=O)C(=O)N2CCCN(C)C)c(OC)c1 (stereo unspecified) ?
Cav3 T inh: 0.16

Results for COc1ccc(C2/C(=C(/O)c3ccccc3)C(=O)C(=O)N2c2ccccn2)c(OC)c1 (stereo unspecified) ?
Cav3 T inh: -0.5

Results for Cc1ccc(C2CC(=O)N3CN(Cc4ccco4)CSC3=C2C#N)cc1 (stereo unspecified) ?
Cav3 T inh: -0.49

What do the screens show for `Cc1nc2ccccc2c2oc(C(=O)NCc3ccc4c(c3)OCO4)cc12`?
Cav3 T inh: -0.65

How did Cc1cc(Cl)ccc1OCCCC(N)=O do in these assays?
Cav3 T inh: -0.01

What do the screens show for `O=C(NCc1ccccn1)C1CCN(S(=O)(=O)c2cccs2)CC1`?
Cav3 T inh: -0.023

What do the screens show for `N#CC1(c2ccccc2)CCCN1C(=O)c1ccccc1Cl` (stereo unspecified)?
Cav3 T inh: 1.1

Results for CC(=O)n1cc([C@@H]2C=C(C(=O)NCc3ccccc3)O[C@H](OCc3ccc(CO)cc3)C2)c2ccccc21 ?
Cav3 T inh: -1.8

How did CCC(C)NCCCCOc1ccc(C)cc1[N+](=O)[O-] (stereo unspecified) do in these assays?
Cav3 T inh: 0.61

Results for Cc1ccc(S(=O)(=O)NCc2cn3ccsc3n2)c(C)c1 ?
Cav3 T inh: -0.86

How did Cc1ccc(C(=O)N/C(=C/c2ccc(-c3cc(C(F)(F)F)ccc3Cl)o2)C(=O)NCc2cccnc2)cc1 do in these assays?
Cav3 T inh: -3.5

How did COc1ccc(O)c(/C=N/Nc2nc(Nc3ccccc3)nc(-n3nc(C)cc3C)n2)c1 do in these assays?
Cav3 T inh: -4.4*

What do the screens show for `COc1ccccc1-n1c(SCC(=O)Nc2ccccc2F)nc2[nH]ncc2c1=O`?
Cav3 T inh: 0.03

How did CN1C(C)(C)CC(NC(=O)CCC(=O)NC2CC(C)(C)N(C)C(C)(C)C2)CC1(C)C do in these assays?
Cav3 T inh: 0.74

How did COC(=O)c1ccccc1NC(=O)CNC(=O)c1ccco1 do in these assays?
Cav3 T inh: -0.33

Results for Cc1onc(-c2ccccc2Cl)c1C(=O)Nc1cccc(-c2cn3cccnc3n2)c1 ?
Cav3 T inh: -0.34

How did Cc1cccc(NC(=O)c2ccc(S(=O)(=O)N(C)C)cc2)c1 do in these assays?
Cav3 T inh: 0.11

What do the screens show for `CCC(=O)Nc1ccc(N2CCN(C(=O)c3ccccc3C)CC2)cc1`?
Cav3 T inh: 0.31

Results for COc1ccc(N(C(=O)c2ccccc2OC(C)=O)C(C)C2CC2)cc1 (stereo unspecified) ?
Cav3 T inh: 0.16

What do the screens show for `COC(=O)c1ccc(NC(=O)CCS(=O)(=O)c2ccc(Br)s2)cc1`?
Cav3 T inh: 0.57

Results for COc1ccc(-n2ccc(=O)c3c2CCCC3=O)cc1 ?
Cav3 T inh: 0.02

Nine compounds already listed, sorted by heavy-atom count, smallest number first:
How did CCC(C)NCCCCOc1ccc(C)cc1[N+](=O)[O-] (stereo unspecified) do in these assays?
Cav3 T inh: 0.61

Results for Cc1ccc(S(=O)(=O)NCc2cn3ccsc3n2)c(C)c1 ?
Cav3 T inh: -0.86

How did Cc1cccc(NC(=O)c2ccc(S(=O)(=O)N(C)C)cc2)c1 do in these assays?
Cav3 T inh: 0.11

What do the screens show for `COC(=O)c1ccc(NC(=O)CCS(=O)(=O)c2ccc(Br)s2)cc1`?
Cav3 T inh: 0.57

What do the screens show for `CCC(=O)Nc1ccc(N2CCN(C(=O)c3ccccc3C)CC2)cc1`?
Cav3 T inh: 0.31

How did CN1C(C)(C)CC(NC(=O)CCC(=O)NC2CC(C)(C)N(C)C(C)(C)C2)CC1(C)C do in these assays?
Cav3 T inh: 0.74

Results for Cc1onc(-c2ccccc2Cl)c1C(=O)Nc1cccc(-c2cn3cccnc3n2)c1 ?
Cav3 T inh: -0.34

How did COc1ccc(O)c(/C=N/Nc2nc(Nc3ccccc3)nc(-n3nc(C)cc3C)n2)c1 do in these assays?
Cav3 T inh: -4.4*

Results for CC(=O)n1cc([C@@H]2C=C(C(=O)NCc3ccccc3)O[C@H](OCc3ccc(CO)cc3)C2)c2ccccc21 ?
Cav3 T inh: -1.8

Next section
What do the screens show for `COC(=O)CSc1nc2ccc(NC(C)=O)cc2s1`?
Cav3 T inh: -0.23

What do the screens show for `CCN1CCN(C(=S)c2ccc(OCC(=O)Nc3ccc(OC)cc3)cc2)CC1`?
Cav3 T inh: -1.7

How did CCCCn1nc2cc(C(=O)NCc3ccc4c(c3)OCO4)ccc2c1OCC do in these assays?
Cav3 T inh: 0.95

Results for CCC1(C)CC(c2csc(N)n2)CCO1 (stereo unspecified) ?
Cav3 T inh: -0.85

What do the screens show for `COc1ccc(-c2cc(C(=O)N3CC4(C)CC3CC(C)(C)C4)no2)cc1OC` (stereo unspecified)?
Cav3 T inh: -2

Results for CCn1c(/C=C/c2ccc([N+](=O)[O-])o2)nc2ccccc2c1=O ?
Cav3 T inh: -0.86

What do the screens show for `CCNC(=O)NCCc1c[nH]c2ccc(Cl)cc12`?
Cav3 T inh: 0.6

Results for N#Cc1c(N)nc2c3c(sc(=N)c2c1N)NC(=O)CC3c1ccccc1 (stereo unspecified) ?
Cav3 T inh: -0.3

What do the screens show for `CCc1ccc(C(=O)NCc2cccs2)s1`?
Cav3 T inh: -0.57

What do the screens show for `CCOc1ccc(CCNC(=O)C2CCN(S(=O)(=O)N3CCOCC3)CC2)cc1OCC`?
Cav3 T inh: -0.39

How did COC(=O)N/N=C(\C)c1ccc(Br)cc1 do in these assays?
Cav3 T inh: -0.45

What do the screens show for `CC(C)(C)c1nc(SCC(=O)Nc2ccc(N3CCOCC3)cc2)c2ccccc2n1`?
Cav3 T inh: -0.72

Results for CCC(C)NC(=O)CN1C(=O)CC(C)(C)S(=O)(=O)c2ccccc21 (stereo unspecified) ?
Cav3 T inh: 0.36

How did Cc1cc(C)cc(NC(=O)c2cccc(NC(=O)C3C4CC5OC(=O)C3C5C4)c2)c1 (stereo unspecified) do in these assays?
Cav3 T inh: -0.67

How did C=CCOc1ccc(/C(O)=C2/C(=O)C(=O)N(CCN3CCOCC3)C2c2ccc(C)cc2)cc1 (stereo unspecified) do in these assays?
Cav3 T inh: -0.69

What do the screens show for `CC(=O)Oc1ccc(OC(C)=O)c(SCCCCCN2CCOCC2)c1`?
Cav3 T inh: 0.84

Results for Cc1c(C=O)c(C=O)c(C)n1Cc1ccccc1 ?
Cav3 T inh: -0.61

Results for CCOc1ccc(NC(=O)CSc2nc3ccccc3c(=O)n2CCCC(=O)N2CCCC2)cc1 ?
Cav3 T inh: -0.029

How did O=C(c1ccc2c(=O)n3c(nc2c1)CCCCC3)N1CCN(C(c2ccccc2)c2ccccc2)CC1 do in these assays?
Cav3 T inh: -4.8*

How did CCN(CC)S(=O)(=O)c1cccc(-c2nnc(SCC#N)n2Cc2ccccc2)c1 do in these assays?
Cav3 T inh: 1.8

Results for COC(=O)c1sccc1NC(=O)CSc1ccccc1NS(=O)(=O)c1cc(Cl)ccc1Cl ?
Cav3 T inh: -4.8*

What do the screens show for `COc1ccc(C(=O)NC2CCN(C(=S)Nc3cc(C)ccc3C)CC2)cc1`?
Cav3 T inh: -1.5

What do the screens show for `Cc1cc(COc2ccccc2O)on1`?
Cav3 T inh: 0.43

What do the screens show for `Cn1nc(C(=O)N2CCN(S(=O)(=O)c3ccccc3)CC2)c2ccccc2c1=O`?
Cav3 T inh: -0.12

How did Cc1nc(N2CCN(Cc3ccccc3)CC2)[nH]c(=O)c1C do in these assays?
Cav3 T inh: 2.6

What do the screens show for `COc1ccc(C(=O)N(CN2CCCC2=O)c2ccccc2OC)cc1OC`?
Cav3 T inh: 1.2

How did Cc1cc(NC(=O)CCSc2nc(-c3ccco3)cc(C(F)(F)F)n2)no1 do in these assays?
Cav3 T inh: -2.1

What do the screens show for `COc1ccc(NC(=O)c2cc(OC)c(OC)c(OC)c2)cn1`?
Cav3 T inh: 0.2

What do the screens show for `Cc1cc(NCc2ccccn2)nc2ccccc12`?
Cav3 T inh: 0.033

What do the screens show for `COc1ccc(C2C3=C(Nc4ncnn42)c2ccccc2CCC3)cc1` (stereo unspecified)?
Cav3 T inh: -0.081

How did CC1CN(S(=O)(=O)c2ccc(C(=O)Nc3sc4c(c3C(N)=O)CCN(C)C4)cc2)CC(C)O1 (stereo unspecified) do in these assays?
Cav3 T inh: -1.2

How did C1CCC(NC2=NCCC2)CC1 do in these assays?
Cav3 T inh: 0.45

What do the screens show for `CC1CCCN(C(=S)NCCc2ccccc2)C1` (stereo unspecified)?
Cav3 T inh: 0.64

Results for Cc1ccccc1-n1c(=O)c2c(n3cnnc13)-c1ccccc1CC21CCCCC1 ?
Cav3 T inh: 2.7

What do the screens show for `CCN1CCCC1CN(Cc1cc2cc(OC)ccc2[nH]c1=O)C(=O)NCc1ccccc1` (stereo unspecified)?
Cav3 T inh: 0.48

How did CC1=NN(C(=O)Cc2ccc([N+](=O)[O-])cc2)C(O)(c2cccnc2)C1 (stereo unspecified) do in these assays?
Cav3 T inh: 0.18
